# Assay outcomes deposited in PubChem by NCI.
# All columns: NCI-60 one-dose screen, growth in % after 48 h at 10 µM unless noted; 100 = growth as untreated, 0 = no growth, -100 = all killed.
# BT-549 = BT-549 breast cancer | AID 1794793 | 78,000 tested, 4.4% active
# HS 578T = HS 578T breast cancer; 78,000 tested, 4.1% active
# LOX IMVI = LOX IMVI melanoma; AID 1794757; 79,000 tested, 7.4% active
# T-47D = T-47D breast cancer | 79,000 tested, 5% active | AID 1794792
# MCF7 = MCF7 breast cancer; AID 1794796; 82,000 tested, 6.3% active
# MDA-MB-231 = MDA-MB-231 breast cancer | 81,000 tested, 5% active
# K-562 = K-562 leukemia; 78,000 tested, 7.4% active; AID 1794777
# MDA-MB-468 = MDA-MB-468 breast cancer; 78,000 tested, 8.5% active; AID 2202374
# Starred values were filed as active, the others as inactive; . = no result given; & = joins results of further samples. How the source made its calls: active means growth percent below 10; inactive means the rest. Hits appear at their usual frequency, and some 12% of all compounds hit somewhere here.
SMILES,BT-549,HS 578T,LOX IMVI,T-47D,MCF7,MDA-MB-231,K-562,MDA-MB-468
COc1ccc(-c2cs/c(=N\N=C\c3ccc(C#N)cc3)n2-c2ccccc2)cc1,96,91,97,81,85,87,81,78
CCOC(=O)C1=C(C)n2nc(CC#N)c(C#N)c2NC1c1ccc(N(C)C)cc1 (stereo not drawn),91,103,93,110,82,89,115,114
COc1cc(C(=O)NNC(=O)c2ccc(NC(=O)CCl)cc2)cc(OC)c1OC,67,90,29,64,62,51,54,70
COC(=O)c1c2c(c(C)[n+]([O-])c1C)C(=O)C(NCc1ccc(F)c(Cl)c1)=CC2=O,44,68,9.6*,-5.4*,-33*,2.7*,5.9*,-18*
NC(=O)C(Cc1cc(I)c(O)c(I)c1)NC(=O)c1ccccc1 (stereo not drawn),107,94,92,102,97,97,119,95
COc1cc(/C=C/C(=O)Nc2ccc3c(c2)/C(=C\c2cccn2C)C(=O)N3)cc(OC)c1OC,47,4.4*,41,15,1.8*,37,28,47
O=C1CC(c2ccc(I)cc2)OC2C=Cc3ccccc3C12 (stereo not drawn),108,104,100,88,83,98,102,123
Cn1cnc([N+](=O)[O-])c1/C=C1\Oc2ccccc2C1=O,102,102,89,93,94,113,99,98
O=C1CC(c2ccc([N+](=O)[O-])cc2)=Nc2ccccc2N1,96,105,95,101,74,100,106,92
CCCCN1C(=O)c2cccc3c(OC)cc(/C=C/C(=O)OC)c(c23)C1=O,82,83,76,77,79,81,67,99
CC1CCCC1C(=O)O (stereo not drawn),103,105,99,97,94,107,100,98
COC(=O)C(CSCc1ccccc1)NC(=O)CCNC(=O)OCc1ccccc1 (stereo not drawn),86,94,103,101,98,120,102,.
NCCNC(=O)c1cccc(COc2ccccc2NC(=O)c2cc(Cl)c(Cl)[nH]2)c1,105,103,81,89,78,106,5.9*,96
CC(=O)CCC(NC(C)=O)C(=O)O (stereo not drawn),68,108,95,80,92,104,92,97
C=CCn1c(O)c(N=NC(=O)Cc2c[nH]c3ccccc23)c2ccccc21,99,95,103,100,107,93,106,92
CCOC(=O)c1nnn(Cc2cc(=O)oc3cc(C)ccc23)c1C,105,95,97,90,96,95,98,100
COc1ccc(Nc2ncccc2NC(=O)c2cn(Cc3ccc(F)cc3)nn2)c(OC)c1,92,106,101,91,85,111,108,103
N#C/C(S)=C(/S)C#N,101,95,90,113,93,88,102,89
CC1CCc2c(sc3nc(SCC(=O)c4cccc([N+](=O)[O-])c4)n(-c4ccccc4)c(=O)c23)C1 (stereo not drawn),95,95,54,87,86,10,57,83
O=C(N/N=C/c1cccs1)c1[nH]c2ccc(Br)cc2c1-c1ccccc1,-14*,27,.,68,8.8*,5.5*,4.7*,-8.4*
COc1cc(/C=C/C(=O)c2c(C)oc3nc[nH]c(=O)c23)ccc1O,100,93,98,.,90,106,111,113
CCCCC(CC)COC(=O)/C=C/c1cccc2c1C(=O)NC(C)(c1cc3cc(Br)ccc3oc1=O)N2 (stereo not drawn),64,81,60,30,44,74,29,22
Cc1ccc2nc(NC(=O)CSc3nc(-c4ccccc4)c(C#N)c(=O)n3Cc3ccccc3)sc2c1,89,78,83,-81*,86,83,73,102
O=C(O)c1ccc(-c2ccc(/C=N/NC(=O)c3[nH]c4ccc(Br)cc4c3-c3ccccc3)o2)cc1O,101,.,.,86,73,.,97,60
c1ccc(-c2nn(-c3ccccc3)[n+](-c3cccc4ccccc34)n2)cc1,13,8.4*,13,25,12,32,8.3*,-20*
O=C(Nc1ccc(NC(=O)c2cc(S(=O)(=O)Nc3ccc(F)cc3)c(O)c(O)c2O)cc1)c1cc(S(=O)(=O)Nc2ccc(F)cc2)c(O)c(O)c1O,97,83,74,90,100,100,.,115
Cc1nc(N)nc(SCc2ccc([N+](=O)[O-])cc2)c1Br,94,89,94,106,94,113,107,98
C/C(=N\N=C(/C)c1ccc2ccccc2c1)c1ccc2ccccc2c1,103,108,103,100,100,104,98,99
c1ccc(-c2cnc3ccccc3n2)cc1,98,105,95,97,93,97,106,138
O=C(Nc1ncc(Cc2ccc(Br)cc2)s1)C1=NCCCCN1,105,98,98,95,97,108,97,94
COc1cc2c3c(n(CCCNC4CCCCC4)c(=O)c2cc1OC)-c1cc2c(cc1C3=O)OCO2,78,90,-77*,91,-78*,-78*,.,79
CCOc1nc2c(N)ncnc2n1CC1CC1,111,97,94,100,99,101,101,111
CCC(C)C(=O)OC(=O)c1ccc([N+](=O)[O-])cc1 (stereo not drawn),108,92,115,100,98,95,129,106
Nc1ccccc1-c1nnc(CCC(=O)c2nc3ccccc3[nH]2)o1,84,105,88,75,53,76,59,47
CCOC(=O)CCc1nc(C#N)c(N(C)C)o1,93,96,99,84,87,89,90,97
O=C(N/N=C/c1cccc(C(F)(F)F)c1)c1ccc(C(F)(F)F)nc1Nc1cccc(O)c1,94,105,105,105,101,96,82,.
COc1ccc(-n2nc(C)c3c(Oc4ccc(NC(=O)Nc5cc(C(F)(F)F)ccc5F)cc4)ncnc32)cc1,103,72,75,40,63,79,46,50
Nc1sc2c(c1-c1nnc(-c3ccc(Cl)cc3)o1)CCCC2,104,94,90,54,60,84,99,69
Cc1cccc(Nc2cc(C)nc(N)n2)c1,113,107,96,97,90,114,100,106
C[C@]12CCC(=O)C=C1CC[C@@H]1[C@@H]2CC[C@]2(C)C3C(=O)CC4C(=O)N(Cc5ccccc5)C(=O)C4C3C[C@@H]12 (stereo partly drawn),.,87,.,105,87,92,91,91

# Full records, looked up by structure. Order of screens: BT-549, HS 578T, LOX IMVI, T-47D, MCF7, MDA-MB-231, K-562, MDA-MB-468
# `Cc1ccc2nc(NC(=O)CSc3nc(-c4ccccc4)c(C#N)c(=O)n3Cc3ccccc3)sc2c1` as listed: 89, 78, 83, -81*, 86, 83, 73, 102
# `CCOC(=O)CCc1nc(C#N)c(N(C)C)o1` as listed: 93, 96, 99, 84, 87, 89, 90, 97
# `O=C(N/N=C/c1cccc(C(F)(F)F)c1)c1ccc(C(F)(F)F)nc1Nc1cccc(O)c1` as listed: 94, 105, 105, 105, 101, 96, 82, .
# `CCOc1nc2c(N)ncnc2n1CC1CC1` as listed: 111, 97, 94, 100, 99, 101, 101, 111
# `O=C(Nc1ncc(Cc2ccc(Br)cc2)s1)C1=NCCCCN1` as listed: 105, 98, 98, 95, 97, 108, 97, 94

# The listing continues:
SMILES,BT-549,HS 578T,LOX IMVI,T-47D,MCF7,MDA-MB-231,K-562,MDA-MB-468
Cc1ccc(C)c(C(=O)c2ccccc2C(=O)O)c1,102,87,94,92,97,101,66,89
Cc1ccc(NC(=O)c2cc3ccccc3cc2O)cc1,112,91,76,82,75,63,41,86
CCOC(CNC(=O)c1cccc([N+](=O)[O-])c1)OCC,60,.,89,92,87,93,94,.
Cn1c(=O)c2[nH]c(C(O)c3ccc(Cl)cc3)nc2n(C)c1=O (stereo not drawn),94,88,97,101,97,100,113,97
C=C1C(=O)O[C@H]2[C@H]1CC/C(COC(=O)n1ccnc1)=C\CC[C@@]1(C)O[C@@H]21,95,99,90,78,77,96,87,80
Nc1nc(N)c2c(n1)NC(c1cccc(Nc3ccnc4cc(C(F)(F)F)ccc34)c1)CC(c1ccccc1)=N2 (stereo not drawn),114,54,46,83,17,59,13,18
Cc1ccc(C(=O)c2ccc(O)cc2)cc1,104,107,96,104,117,98,131,115
Clc1ccnc2c1ccc1c(Cl)ccnc12,79,76,54,41,36,82,54,32
Nc1cc(SCc2ccc([N+](=O)[O-])cc2)ncn1,110,103,87,94,102,100,101,110
O=C1C=CC(=NOC(=O)c2ccccc2)C=C1,101,117,106,99,100,105,95,106
O=C1CC(c2nc3ccccc3s2)CN1c1ccccc1 (stereo not drawn),93,98,94,87,79,92,106,100
COC(=O)[C@]12CC[C@@H](C)[C@H](C)[C@@H]1C1=CC[C@@H]3[C@@]4(C)C(C=O)=C[C@@](C)(COS(C)(=O)=O)[C@@H]4C(=O)C[C@@]3(C)[C@]1(C)CC2,43,62,36,33,18,37,21,38
CCCCCCCCC(=O)Nc1ccccc1O,98,92,110,114,93,92,107,109
CCC(=O)OCCc1ccccc1,.,91,101,.,96,101,106,118
CCn1c(=O)n(C)c2c(=O)n(C)c(=O)n(C)c21,101,110,96,98,103,110,107,103
Fc1ccc2c(c1)c(-c1nc(-c3c[nH]c4ncccc34)cs1)cn2CCCN1CCCCC1,89,75,44,68,22,55,-59*,77
CCOC(=O)c1[nH]c2c(OCC)nc(OCC)nc2c1Br,102,123,103,.,101,99,96,109
O=C1c2cccc3cccc(c23)C(=O)N1C/C=C/c1ccc2c3c(cccc13)C(=O)N(Cc1ccccc1)C2=O,105,103,96,94,96,101,95,95
COc1cc2c(cc1OC)/C(=C/c1ccc(N(C)C)cc1)C=C2,71,127,98,93,101,84,79,87
CC1=C(C(=O)c2cnccn2)C(c2ccccc2[N+](=O)[O-])NC(=O)N1 (stereo not drawn),108,99,96,96,102,99,90,101

# Already shown: 6 of the compounds above.
SMILES,BT-549,HS 578T,LOX IMVI,T-47D,MCF7,MDA-MB-231,K-562,MDA-MB-468
C=C1C(=O)O[C@H]2[C@H]1CC/C(COC(=O)n1ccnc1)=C\CC[C@@]1(C)O[C@@H]21,95,99,90,78,77,96,87,80
Nc1nc(N)c2c(n1)NC(c1cccc(Nc3ccnc4cc(C(F)(F)F)ccc34)c1)CC(c1ccccc1)=N2 (stereo not drawn),114,54,46,83,17,59,13,18
Cc1ccc(C(=O)c2ccc(O)cc2)cc1,104,107,96,104,117,98,131,115
Clc1ccnc2c1ccc1c(Cl)ccnc12,79,76,54,41,36,82,54,32
Nc1cc(SCc2ccc([N+](=O)[O-])cc2)ncn1,110,103,87,94,102,100,101,110
O=C1C=CC(=NOC(=O)c2ccccc2)C=C1,101,117,106,99,100,105,95,106

# Following part.
SMILES,BT-549,HS 578T,LOX IMVI,T-47D,MCF7,MDA-MB-231,K-562,MDA-MB-468
Cc1cc(=O)[nH]c2ccc(Cc3ccccc3)cc12,84,75,69,62,57,67,77,63
CCOC(=O)c1sc(NCC(=O)Nc2ccc(Cl)cc2[N+](=O)[O-])c(C(=O)OCC)c1C,135,104,.,93,90,96,109,98
Cc1nn(-c2ccccc2)c2nc(CN3CCN(c4cc5c(cc4F)c(=O)c(C(=O)O)cn5C4CC4)CC3)[nH]c(=O)c12,52,27,29,78,39,49,46,67
N#Cc1nc(-c2ccccc2)oc1S(=O)(=O)n1nc(-c2ccccc2)cc1N,105,111,91,89,77,100,21,87
COC(=O)/C(CCC(Br)C(C)(C)N1CC=CCC1)=C1\[C@@H](OC(C)=O)C[C@@]2(C)[C@H]1C[C@@H](O)[C@H]1[C@@]3(C)CC[C@H](O)[C@@H](C)[C@@H]3CC[C@@]12C (stereo partly drawn),97,102,96,.,55,101,52,89
CCc1cccc(OC(=O)CCl)c1,106,109,95,94,100,110,107,96
COC(=O)CC(=O)C1(C)CC1,107,108,95,89,93,108,111,104
COc1cc(C=C2C(=O)OC(C)(C)OC2=O)cc(OC)c1OC,98,98,99,107,102,105,97,100
CCC(C)NC(=O)C1(N2C(=O)c3ccccc3C2=O)CCCC1 (stereo not drawn),106,109,97,108,99,108,110,101
Nc1nc2ccc(Br)cc2o1,103,86,99,95,93,94,89,110
O=C(COC(=O)c1ccc([N+](=O)[O-])o1)Nc1cccc(Cl)c1Cl,86,137,93,91,97,105,95,.
CCC1=C[C@@H]2C[C@]3(C(=O)OC)c4[nH]c5ccccc5c4CC[N@+](CC(=O)Nc4cc5c(cc4OC)N(C)[C@H]4[C@@](O)(C(=O)OC)[C@H](OC(C)=O)[C@]6(CC)C=CCN7CC[C@]54[C@@H]76)(C2)[C@H]13,111,99,99,105,103,98,106,111
NC(N)=NC(N)=Nc1cc(C(F)(F)F)ccc1Cl,98,98,92,86,86,95,85,68
COc1cccc(/C=C2\Oc3cc(C)c(Cl)cc3C2=O)c1,96,105,78,.,81,86,90,127
COc1ccc(NC(=S)N(CCC#N)C2CCCCC2)cc1,96,112,91,113,107,114,98,84
COc1cc(-c2cc(/C=C/C(=O)c3ccc(F)c(F)c3)[nH]n2)cc(OC)c1OC,94,61,56,54,48,50,30,34
C=C(C(N)=O)C(N)C(=O)O (stereo not drawn),108,114,.,106,102,108,100,121
CCN1C2CCC1/C(=C\c1ccc(OC)cc1OC)C1=C2[C@@H](c2ccc(OC)cc2OC)C(C#N)=C(N)O1 (stereo partly drawn),85,76,59,51,69,77,.,58
CCc1onc(-c2noc(CC)c2C)c1C,113,112,.,109,98,107,105,104
COc1ccc(C(=O)c2c(C)oc3ccccc3c2=O)cc1,83,110,105,104,95,118,127,98
N#Cc1c(Nc2ccc(Cl)cc2)nn2c(-c3ccc(F)cc3)c(-c3nc4ccccc4s3)c(N)nc12,103,104,98,91,82,84,108,111
COc1ccc(/C=C/c2cc(=O)c3c(C)c(Cl)c(C)cc3o2)cc1OC,84,86,82,75,85,73,116,.
COc1ccc(/C=C/C=C\C(=O)c2ccc(N3CCCCC3)cc2)cc1,107,101,104,71,86,100,89,105
Cc1c(Cl)cccc1Nc1ncccc1C(=O)OCC(O)CO (stereo not drawn),115,97,92,99,88,96,105,.
O=C(O)CN(CCN(CC(=O)O)CC(=O)O)CC(=O)O,108&112&99,101&103&132,104&98&109,103&87&106,100&101&105,107&119&108,110&101,113&101&112
CCC(CC)C(=O)OC(C)COc1ccccc1C(C)CC (stereo not drawn),103,112,100,88,100,109,88,100
O=C1NC(=O)C(=C2CCCCC2)N1,97,.,87,95,90,115,81,92
CC1=C(c2cc(-c3ccc(Cl)cc3)c(C#N)c(N)n2)C(c2ccccc2)NC(=S)N1 (stereo not drawn),42,75,-49*,55,32,52,37,35
CC1CCC(C(C)(C)C)C(O)C1 (stereo not drawn),101,103,100,103,92,108,99,103
Cc1csc(NC(c2ccccc2C)c2c(C)nc3ccccn23)n1 (stereo not drawn),102,98,101,92,103,102,90,108
